# ERG Ets-DNA blk: qHTS for Small Molecule Inhibitors of the ERG Ets/DNA interaction | 370,000 compounds, 0.028% hits | fluorescence polarization, His-ERG Ets domain / labelled DNA | Potency, µM (doses to about 76.9 µM), without a hit: at the top dose FP activity, negative = inhibition, actives largely listed as inhibitors | Transcriptional regulator ERG (Homo sapiens), P11308; active = well fitted inhibition curve with a large enough effect in the polarisation, with a control signal flat; inconclusive = small, poorly fitted or top-dose-only effect, or effect the other way, or a change in a side signal; inactive = no such curve, though single readings can be large or run the other way; the % refers to the polarisation;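 also: polarization taken with two DNA probes labelled with fluorescein and Texas red; potency is read from the fitted curve at half-maximal effect; % of control where 0% means no effect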
#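 His-tagged ERG Ets domain (1 uM in the protein solution; 300mM KCl, 50mM Tris-HCl, 1mM EDTA, 1mM DTT, pH 7.5) received compound, then a probe mix of 5 nM fluorescein-DNA and 100nM Texas-615-DNA. Fluorescence polarization was read for both dyes.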
# BAZ2B inh: qHTS Assay for Inhibitors of BAZ2B; Bromodomain adjacent to zinc finger domain protein 2B (Homo sapiens), Q9UIF8; AlphaScreen BAZ2B-H3K14Ac peptide displacement; Potency, µM (doses to about 114 µM), inactives show at the top dose activity change, negative = inhibition, most hits filed as inhibitors; 360,000 compounds, 4.4% hits; also: potency is read from the fitted curve at half-maximal effect; % is scaled to controls: 0 for no effect and ±100 for the full control effect; nearly all actives have a fitted effect of over 60% in size
# Target sequence (Q9UIF8 whole entry, looked up, the tested form may be a part): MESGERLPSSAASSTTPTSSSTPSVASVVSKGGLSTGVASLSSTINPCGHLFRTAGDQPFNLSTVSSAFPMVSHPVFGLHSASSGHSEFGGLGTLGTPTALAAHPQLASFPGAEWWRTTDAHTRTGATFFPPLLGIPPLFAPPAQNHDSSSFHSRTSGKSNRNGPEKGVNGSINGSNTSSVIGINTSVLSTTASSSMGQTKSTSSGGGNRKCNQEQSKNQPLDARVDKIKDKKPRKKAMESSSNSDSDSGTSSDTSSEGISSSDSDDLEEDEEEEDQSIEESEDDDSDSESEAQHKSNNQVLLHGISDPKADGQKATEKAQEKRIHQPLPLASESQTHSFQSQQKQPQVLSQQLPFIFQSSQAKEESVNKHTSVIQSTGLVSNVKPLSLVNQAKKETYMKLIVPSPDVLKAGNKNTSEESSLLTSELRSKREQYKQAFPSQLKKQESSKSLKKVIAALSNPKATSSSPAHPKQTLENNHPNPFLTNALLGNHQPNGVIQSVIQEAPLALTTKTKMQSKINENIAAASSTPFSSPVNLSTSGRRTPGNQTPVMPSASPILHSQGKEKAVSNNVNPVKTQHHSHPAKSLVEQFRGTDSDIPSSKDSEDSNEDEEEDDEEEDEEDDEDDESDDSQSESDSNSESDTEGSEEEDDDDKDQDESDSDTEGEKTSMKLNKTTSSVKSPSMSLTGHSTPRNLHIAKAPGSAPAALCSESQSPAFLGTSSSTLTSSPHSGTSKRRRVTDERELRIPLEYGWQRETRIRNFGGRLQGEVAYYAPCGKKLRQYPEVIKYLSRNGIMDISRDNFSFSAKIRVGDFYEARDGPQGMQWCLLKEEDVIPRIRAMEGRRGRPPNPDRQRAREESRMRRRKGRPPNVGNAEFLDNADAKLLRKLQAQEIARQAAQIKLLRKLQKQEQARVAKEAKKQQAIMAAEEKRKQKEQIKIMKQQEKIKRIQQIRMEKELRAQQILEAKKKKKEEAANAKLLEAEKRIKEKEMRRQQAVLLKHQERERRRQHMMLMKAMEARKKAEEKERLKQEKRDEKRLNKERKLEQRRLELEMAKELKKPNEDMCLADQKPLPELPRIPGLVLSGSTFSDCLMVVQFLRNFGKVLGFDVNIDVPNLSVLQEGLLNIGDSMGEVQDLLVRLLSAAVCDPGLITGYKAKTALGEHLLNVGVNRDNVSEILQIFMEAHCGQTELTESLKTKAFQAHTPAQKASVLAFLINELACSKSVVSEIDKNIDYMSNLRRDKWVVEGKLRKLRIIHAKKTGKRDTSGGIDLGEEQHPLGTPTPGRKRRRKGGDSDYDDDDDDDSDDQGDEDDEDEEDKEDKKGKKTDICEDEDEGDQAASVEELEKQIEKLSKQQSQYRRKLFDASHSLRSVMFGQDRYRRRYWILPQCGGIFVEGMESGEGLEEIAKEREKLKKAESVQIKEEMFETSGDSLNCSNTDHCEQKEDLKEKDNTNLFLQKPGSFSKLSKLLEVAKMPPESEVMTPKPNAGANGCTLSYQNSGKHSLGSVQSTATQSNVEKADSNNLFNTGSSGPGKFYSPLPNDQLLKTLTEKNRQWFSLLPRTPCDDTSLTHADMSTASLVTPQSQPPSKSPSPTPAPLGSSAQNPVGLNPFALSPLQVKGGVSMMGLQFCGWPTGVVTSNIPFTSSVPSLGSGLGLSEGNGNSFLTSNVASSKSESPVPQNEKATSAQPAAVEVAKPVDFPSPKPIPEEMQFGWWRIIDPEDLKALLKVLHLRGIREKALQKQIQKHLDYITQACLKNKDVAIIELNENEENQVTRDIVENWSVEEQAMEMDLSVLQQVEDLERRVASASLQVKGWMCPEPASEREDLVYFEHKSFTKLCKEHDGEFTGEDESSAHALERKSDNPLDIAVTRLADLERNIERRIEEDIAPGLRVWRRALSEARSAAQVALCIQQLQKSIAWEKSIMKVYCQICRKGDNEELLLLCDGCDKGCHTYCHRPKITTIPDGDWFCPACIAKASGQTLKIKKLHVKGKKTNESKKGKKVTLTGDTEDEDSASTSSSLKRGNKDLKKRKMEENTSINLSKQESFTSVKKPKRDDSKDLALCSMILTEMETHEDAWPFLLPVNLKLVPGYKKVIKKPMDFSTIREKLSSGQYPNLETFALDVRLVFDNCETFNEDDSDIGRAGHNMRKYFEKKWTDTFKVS
#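 Compounds, titrated to a top concentration of 110 uM, were incubated 30 min at room temperature with preformed BAZ2B/acetyl-K14 H3 peptide complex (50 nM each). Proximity signal was measured by AlphaScreen after 20 min with beads.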
# PI4K2A inh: qHTS for small molecular inhibitors of PI4K2A | Phosphatidylinositol 4-kinase type 2-alpha (Homo sapiens), Q9BTU6 | purified PI4K2A, ADP-Glo luminescence, 1 h; hits give low values | activity change, negative = inhibition, % at 76.9 µM | 420,000 compounds, 0.13% hits | AID 1346378, 2018; in the data active = activity change below about -50%; inconclusive = mostly about -30% to -49%;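 also: -100% = wells without enzyme as full effect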
#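 Compounds are screened against recombinant PI4K2A using PI as substrate and ATP, the latter dispensed at 300 microM. Reactions run one hour at ambient temperature before ADP-Glo detection; full inhibition defined by wells lacking enzyme.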
# G9a block: qHTS Assay for Inhibitors of Histone Lysine Methyltransferase G9a | G9a H3K9 monomethylation, AlphaScreen, 2 h | Potency, µM (titrated, usually from 102 µM), without a hit: top-dose activity, negative = inhibition, usual class: inhibitors | 350,000 compounds, 8.8% hits | AID 504332, 2011; also: potency is read from the fitted curve at half-maximal effect; % is scaled to controls: 0 for no effect and ±100 for the full control effect; nearly all actives have a fitted effect of over 75% in size
#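 Using a bead-based AlphaScreen, monomethylated H3K9 product from 2 h room-temperature reactions (G9a 20 nM, peptide 500 nM, SAM 20 uM) was detected with 0.5 ug/mL rabbit anti-H3K9me1 antibody.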
# GLS inh: qHTS for Inhibitors of Glutaminase (GLS). Glutaminase kidney isoform, mitochondrial (Homo sapiens), O94925. AID 624170, 2012. 410,000 compounds, 0.21% hits. GLS enzymatic activity, qHTS titration. Potency, µM (titrated, usually from 45.5 µM), without a hit: at the top dose activity change, negative = inhibition, most hits filed as inhibitors; also: potency is read from the fitted curve at half-maximal effect; % is scaled to controls: 0 for no effect and ±100 for the full control effect
#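 hKGA in 45 mM KH2PO4 (pH 8.2), 0.02% Tween-20 with compound, then 1mM L-Glutamine (stock as added) plus glutamate oxidase/HRP/Amplex red coupling mix. Fluorescence read initially and after 30 min at RT; signal change reflects glutamate formation.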
# JMJD2A Tudor inh: qHTS Assay for Inhibitors of JMJD2A-Tudor Domain; Lysine-specific demethylase 4A (Homo sapiens), O75164; AlphaScreen JMJD2A-Tudor / H3K4me3 peptide binding; Potency, µM (highest dose often 114 µM), without a hit: top-dose activity change, negative = inhibition, usual class: inhibitors; 390,000 compounds, 4.4% hits; also: potency is read from the fitted curve at half-maximal effect; % is scaled to controls: 0 for no effect and ±100 for the full control effect; nearly all actives have a fitted effect of over 50% in size
# RGS4 inh: Inhibitors of Regulator of G Protein Signaling (RGS) 4: qHTS; Regulator of G-protein signaling 4 (Homo sapiens), P49798; Transcreener GDP fluorescence polarization, RGS4-accelerated GTP hydrolysis; Potency, µM (highest dose often 114 µM), for the others: at the top dose activity change, negative = inhibition, usual class: inhibitors; 390,000 compounds, 0.039% hits; also: potency is read from the fitted curve at half-maximal effect; % is scaled to controls: 0 for no effect and ±100 for the full control effect; nearly all actives have a fitted effect of over 75% in size; some results filed as inactive show a strong effect at the top dose
#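 MLSMR compounds (23 nl, pin-transferred) preincubated 10 min at room temperature with a 500nM (2x) first reagent, then RGS4 at 900nM (2x) plus Transcreener GDP mix added; fluorescence polarization (620/688 nm) read before and after 90 min at 30 °C.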
# HP1b binding inh: HTS for Inhibitors of HP1-beta Chromodomain Interactions with Methylated Histone Tails; Chromobox protein homolog 1 (Homo sapiens), P83916; AlphaScreen HP1-beta / biotin-H3K9me3 peptide binding; Potency, µM (doses to about 114 µM), for the others: at the highest dose activity change, negative = inhibition, hits mostly inhibitors; 390,000 compounds, 0.56% hits; AID 540317, 2011; also: potency is read from the fitted curve at half-maximal effect; nearly all actives have a fitted effect of over 70% in size; inactives centre near 23
#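 AlphaScreen: HP1-beta (50 nM) preformed 30 min with biotin-H3(1-18)K9me3 peptide (50 nM) in PBS pH 7.4, 0.01% Tween-20. Compound added for 30 min at RT, then streptavidin donor/nickel chelate acceptor beads (10 ug/mL) for 30 min.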
# 12-LOX inh: Primary qHTS assay for inhibitors of human arachidonate 12S-lipoxygenase (ALOX12): Round 2; Polyunsaturated fatty acid lipoxygenase ALOX12 (Homo sapiens), P18054; purified 12hLO, xylenol orange hydroperoxide absorbance; Potency, µM (highest dose often 108 µM), for the others: top-dose activity change, negative = inhibition, most hits filed as inhibitors; 580,000 compounds, 1.1% hits; AID 1671190, 2021; also: potency is read from the fitted curve at half-maximal effect; % is scaled to controls: 0 for no effect and ±100 for the full control effect
#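 Hydroperoxide product was detected by ferrous iron/xylenol orange as the 573 to 405 nm absorbance ratio. Arachidonic acid at 40 uM (final) was turned over for 30 min at room temperature by 150 nM human 12hLO, pH 7.0 Hepes buffer, after 15 min compound preincubation.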
# Numbers without * were called inactive; ? = inconclusive; · = no result given; [ ] = dose if it differs, or a comment. Unless noted, calls follow the shape of the dose curve; as a rule, active = well fitted curve in the direction sought with a large enough effect; inconclusive = small, poorly fitted or top-dose-only effect, or another doubt; inactive = no such curve, though single readings can be large; an effect the other way counts as inactive or inconclusive. This is a subset. The share of hits here may be higher or lower than overall.
SMILES,ERG Ets-DNA blk,BAZ2B inh,PI4K2A inh,G9a block,GLS inh,JMJD2A Tudor inh,RGS4 inh,HP1b binding inh,12-LOX inh
COCCCNC(=O)CSc1nc2ccccc2c(=O)n1CCCC(=O)NCC1CCCO1 (stereo unspecified),3%,2%,1,-33%,-2%,-8%,-25%,37%,?
O=C(CN1CCN(Cc2ccccc2)CC1)Nc1ccc(F)c(F)c1,-7%,?,3,7.1µM*,1%,6.3µM*,1%,?,?
CCOC(=O)c1cnc2c(OC)cccc2c1Oc1ccccc1,16%,-7%,-5,-22%,3%,-11%,8%,25%,?
Cc1cc(C)cc(NS(=O)(=O)c2ccc3[nH]c(=O)ccc3c2)c1,12%,2%,2,-5%,-10%,4%,13%,41%[activator],6%
Cc1occc1C(=O)Nc1cc(C(F)(F)F)ccc1Cl,0%,1%,3,-5%[12.7 µM],-12%,-8%,-3%,14%,0%
CN1/C(=C\C(=O)COC(=O)c2ccc(O)cc2)C(C)(C)c2ccccc21,65%[activator],-29%,-2,-2%[59 µM],0%,-20%,-23%,19%,?
Cc1ccc(Cl)cc1N1CCN(Cc2cc3c(cc2O)CCC3)CC1,-10%,3%,-7,11%[59 µM],·,6%,21%,19%,0%
O=CNC(=O)c1ccccc1C(=O)O,-16%,-1%,7,7%[12.7 µM],-3%,-10%,-15%,36%,?
CCCc1nc2ccc(NC(=O)c3ccco3)cc2c(=O)n1Cc1ccc(Cl)cc1,-3%,-10%,5,-8%[0.0925 µM],-5%,-17%,-33%,8%,-21%
COc1ccc(S(=O)(=O)N2CCNCC2)cc1OC,2%,-39%,0,-14%,-9%,-6%,-12%,47%[activator],5%
CCOc1ccc(C2C(=O)N(C3CCCCC3)CC(=O)N2Cc2ccc(F)cc2)cc1OC (stereo unspecified),-2%,1%,-9,11%[59 µM],2%,-14%,5%,8%,-3%
O=C(Nc1ccccc1N(C(=O)c1ccco1)S(=O)(=O)c1cccs1)c1ccco1,3%,-1%,26,-22%,23%,-24%[11.4 µM],-11%[11.4 µM],41%[activator],0%
Cc1ccc2c(c1)-c1c(cnn1CC(=O)Nc1ccccc1N1CCN(C)CC1)CO2,2%,-5%,2,?,18%,-25%,1%,14%,5%
O=C(COC(=O)c1ccccc1SCC(=O)N1CCCC1)NC1CCS(=O)(=O)C1 (stereo unspecified),7%,10%,-4,17%[12.7 µM],-13%,-11%,11%,20%,?
CCn1c(=S)sc2c(=O)n(CC(=O)Nc3ccccc3)c(C)nc21,1%,-15%[57.1 µM],1,0%,-5%,-27%,-6%[56.9 µM],55%[activator],-26%
C=CCSc1nc2sc(C)c(C)c2c(=O)n1CC=C,6%,97%[activator],5,5.6µM*,-11%,58%[activator],-10%,187%[activator],-26%
Cc1c(OCc2ccccc2)c(=O)ccn1Cc1ccccc1,6%,-1%,10,-3%,2%,-13%,-2%,21%,-1%
CCOc1ccc(NC(=O)CCC(=O)O)cc1,4%,0%,-2,8%[59 µM],0%,1%,-5%,28%,10%
CC(C)C1Oc2ccccc2N(CC(=O)N(C)C2CCCCC2)C1=O (stereo unspecified),13%,-6%,-1,14%,7%,-7%,20%,21%,-5%
COc1ccc(-c2nnc(SCC(=O)Nc3cccc(Cl)c3)o2)cc1,-4%,10%,2,13%[59 µM],1%,-13%,29%,24%,-9%

# The list goes on (four carried over from the part before).
SMILES,ERG Ets-DNA blk,BAZ2B inh,PI4K2A inh,G9a block,GLS inh,JMJD2A Tudor inh,RGS4 inh,HP1b binding inh,12-LOX inh
Cc1c(OCc2ccccc2)c(=O)ccn1Cc1ccccc1,6%,-1%,10,-3%,2%,-13%,-2%,21%,-1%
CCOc1ccc(NC(=O)CCC(=O)O)cc1,4%,0%,-2,8%[59 µM],0%,1%,-5%,28%,10%
CC(C)C1Oc2ccccc2N(CC(=O)N(C)C2CCCCC2)C1=O (stereo unspecified),13%,-6%,-1,14%,7%,-7%,20%,21%,-5%
COc1ccc(-c2nnc(SCC(=O)Nc3cccc(Cl)c3)o2)cc1,-4%,10%,2,13%[59 µM],1%,-13%,29%,24%,-9%
COc1ccc(NC(=O)NNC(=O)c2cc3ccccc3cc2O)cc1,-6%,-15%,-2,-14%,9%,-6%,-37%,40%[activator],-3%
Cc1cc(C)c(NC(=O)Nc2ccccc2)c(C)n1,-3%,5%,-5,5%[12.7 µM],-1%,-11%,36%,13%,3%
COc1ccc(/C=C/C(=O)OCCNC(=O)c2ccncc2)cc1OC,-6%,-23%,-14,?,23%,-14%,-11%,6%,-15%
OCC[C@@H]1C[C@@H](O)[C@H](O)[C@@]2(CCCCO2)O1,-2%,·,0,·,-4%,-16%,-20%,43%[activator],-17%
N#CC1(C#N)CC(C=O)=C(N)C1(C#N)CC(=O)C12CC3CC(CC(C3)C1)C2 (stereo unspecified),10%,?,-4,?,0%,-34%,-31%,-6%,-23%
CCOc1ccccc1OCCCC(=O)N(C)CC(=O)Nc1cc(C)ccc1C,-5%,-2%,4,-20%,-5%,4%,-21%,31%,-4%
S=C(c1ccc(-c2cccc(Cl)c2)o1)N1CCOCC1,5%,45µM*,0,?,-13%,50µM*,?,35µM*,?
COc1ccc(-c2cc(C(=O)NCCc3ccccc3)c3c(-c4ccccc4)[nH]nc3n2)cc1,-2%,-11%,2,-4%[59 µM],-8%,-21%,21%,-5%,-21%
Cc1ccnc(NC(=O)c2ccc([N+](=O)[O-])o2)c1,-8%,56µM*,11,-4%[12.7 µM],?,-22%,25%,0%,0%
COC(=O)CC1Oc2ccc(Cl)cc2-n2cc(-c3ccc(F)cc3)nc21 (stereo unspecified),?,-16%,1,3%[59 µM],-1%,-11%,5%,19%,-22%
Cc1ccc(-n2nc3c(N4CCC(C(=O)N5CCCCCC5)CC4)nnc(C)c3c2C)cc1,-16%,-22%,5,·,0%,9%,-4%,52%[activator],·
O=C1CC(c2ccccc2)c2c(n3ncnc3[nH]c2=O)N1 (stereo unspecified),1%,-6%,0,-16%[59 µM],-9%,-23%,6%,34%,-18%
Cc1cc(-c2ccc(S(=O)(=O)N3CCN(c4cccc(C)c4C)CC3)s2)on1,-6%,-5%[57.1 µM],0,15%,-9%,-3%,-21%,64%[activator],-22%
CCCc1cc(=O)[nH]c(SCC(=O)c2cc(C)n(C3CC3)c2C)n1,3%,?,4,·,1%,-29%,-48%,-11%,-11%
Cc1ccc2[nH]c3c(c2c1)CCCC3NCCO (stereo unspecified),3%,?,-1,50µM*,-29%,?,10%,-16%,-27%
CCC(=O)N1CCc2cc(S(=O)(=O)N3CCN(C(=O)c4ccco4)CC3)ccc21,11%,-1%,4,-9%[59 µM],-22%,2%[11.4 µM],-1%[11.4 µM],-26%,-10%
COc1ccccc1NC(=O)/C(=C\c1cccnc1)NC(=O)c1ccccc1,-3%,-3%,-3,20%,-2%,0%,-33%,41%[activator],-16%
Cc1nc(C(C)NC(=O)c2cc(COc3ccc(F)c(F)c3)on2)cs1 (stereo unspecified),-3%,0%,-3,38%[activator],4%,-8%,-10%,23%,3%
O=S(=O)(c1ccc(Cl)cc1)N1CCN(C(=S)NCC2CCCO2)CC1 (stereo unspecified),7%,1%,-1,38%[activator],8%,-15%,2%,1%,-24%
Cc1cccc(Nc2nnc(-c3ccc(C)c(S(=O)(=O)N4CCCCC4)c3)c3ccccc23)c1,0%,3%,-2,5%[59 µM],2%,-6%,0%,33%,-4%
Cc1ccc(C(=O)N(C)CC(=O)Nc2ccc(N3CCOCC3)cc2)s1,13%,8%,-2,?,-6%,-14%,11%,7%,-1%
O=C(NCc1ccccc1)C1=C[C@@H](c2csc3ccccc23)C[C@@H](OCCCCO)O1,1%,-31%,0,?,32%[activator],-36%,-18%,-10%,?
Cc1ccc(S(=O)(=O)N2CCC(=O)N(C(COCc3ccc(C(F)(F)F)cc3)Cc3ccccc3)CC2)cc1 (stereo unspecified),-3%,2%,-3,-15%,2%,-22%,-9%,36%,-8%
CCCCn1c(=O)[nH]c2ccccc21,-4%,4%,6,16%,-1%,-4%,3%,43%[activator],5%
C=CCC(NCc1ccco1)c1ccc(OC)c(OC)c1 (stereo unspecified),-7%,0%,-6,20%,22%,-3%[57.1 µM],35%,34%[activator],0%
Cc1ccc(C)c(CN2C(=O)c3ccccc3S(=O)(=O)c3ccc(C(=O)N4CCN(c5ccccc5F)CC4)cc32)c1,0%,-14%,-2,-5%[59 µM],4%,-18%,-2%,31%,-4%
